# Assay outcomes deposited in PubChem by several laboratories.
# AHR activator: activates the human aryl hydrocarbon receptor. P35869. AHR-responsive luciferase reporter cells, luminescence. activation, % at 5 µM. 2.5% of 320,000 active. AID 2796; in the data active means activation above about 47%;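 further: 0% = vehicle wells and 100% = reference agonist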
# proCasp3 act: activates human procaspase-3. recombinant procaspase-3 D3A, Ac-DEVD-pNA absorbance 405 nm. activation, % at 8.5 µM. 0.11% of 330,000 active. AID 463141;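 active means activation above the mean of all tested compounds plus 3 SD, cut at about 21% in these data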;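 further: 0% = DMSO alone and 100% = DMSO wells spiked with extra 5 µM PC-3 D3A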
# Target sequence (P42574 whole entry D9A/D28A/D175A): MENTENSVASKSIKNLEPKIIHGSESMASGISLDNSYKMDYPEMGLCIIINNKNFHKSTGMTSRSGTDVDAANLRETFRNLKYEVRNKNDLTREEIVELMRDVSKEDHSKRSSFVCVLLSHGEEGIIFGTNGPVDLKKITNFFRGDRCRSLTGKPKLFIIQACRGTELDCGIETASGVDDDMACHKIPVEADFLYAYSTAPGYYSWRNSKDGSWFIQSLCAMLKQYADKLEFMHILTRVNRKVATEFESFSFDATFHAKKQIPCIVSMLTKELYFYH
#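 Technique: 405 nm absorbance of p-nitroaniline, reads at 0 and 120 min; Test system: Procaspase-3 D3A mutant; Incubation: 1 h enzyme-compound preincubation, then 2 h substrate reaction, 25 °C; Repeats: singlicate, each compound tested once; Benchmarks: low control DMSO wells, high control DMSO plus 5 µM PC-3 D3A.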
# LAP4-GFP MLPCN: yeast TOR pathway LAP4-GFP modulation; S. cerevisiae LAP4-GFP multiplex, flow cytometry GFP, 3 h; median GFP as percent of DMSO wells; AID 2023; 0.34% of 320,000 active; GFP response vs DMSO, % at 10 µM;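 active means GFP response vs DMSO above a set limit, about the screen mean plus 3 SD, cut at about 150% in these data; inconclusive means under 70 cell events counted for the yeast strain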
# RPL19A TOR yeast: alters RPL19A-GFP fluorescence in TOR pathway yeast screen; S. cerevisiae RPL19A-GFP strain, flow cytometry, 3 h; hits give low values; percent response vs DMSO, % at 10 µM; 0.3% of 330,000 active; AID 2025;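 active means percent response vs DMSO below 50%; inconclusive means fewer than 70 events counted for the yeast strain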;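 further: median channel GFP fluorescence of the barcoded RPL19A-GFP strain; ratio of sample median GFP to plate DMSO average so 100% = DMSO; lower means less RPL19A-GFP as with rapamycin TOR inhibition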
# MEP2 TOR yeast: modulators of TOR pathway MEP2-GFP in S. cerevisiae; 0.51% of 330,000 active; GFP response vs DMSO, % at 10 µM; S. cerevisiae MEP2-GFP strain, flow cytometry GFP, 3 h; 100% = DMSO control level;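 active means GFP response versus DMSO above a set limit, roughly screen mean plus 3 SD, cut at about 180% in these data; inconclusive means fewer than 70 cells counted for a yeast strain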;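 further: median GFP fluorescence of the barcode-gated MEP2-GFP cells per well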
# procasp7 counter: activates human procaspase-7, counter-screen for procaspase-3 activators. 0.093% of 330,000 active. activation, % at 8.5 µM. recombinant procaspase-7, Ac-DEVD-pNA absorbance 405 nm; D23A/D198A/D206A triple mutant, cannot self-cleave; scale: DMSO 0, 5 µM enzyme 100;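 active means percent activation above the screen-wide mean plus 3 SD, cut at about 25% in these data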
# Target sequence (P55210 whole entry D23A/D198A/D206A): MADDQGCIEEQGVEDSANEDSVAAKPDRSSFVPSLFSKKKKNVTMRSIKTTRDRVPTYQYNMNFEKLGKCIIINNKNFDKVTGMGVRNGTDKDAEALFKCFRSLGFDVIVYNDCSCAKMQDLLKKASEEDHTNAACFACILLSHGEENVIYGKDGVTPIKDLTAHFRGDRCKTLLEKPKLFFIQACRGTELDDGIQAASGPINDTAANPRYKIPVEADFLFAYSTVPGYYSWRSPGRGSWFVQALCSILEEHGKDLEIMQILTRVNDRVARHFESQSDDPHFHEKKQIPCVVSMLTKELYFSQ
#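 System: Procaspase-7 triple mutant (PC-7 D3A); measure: % activation from two-timepoint absorbance difference, scaled to controls; times: 1 h compound preincubation, 2 h substrate cleavage, 25 °C; also added: Ac-DEVD-pNA substrate, 400 µM as added; measured by: Epi-absorbance of released pNA at 405 nm, two timepoints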
# GASC-1 inh: inhibitors of human GASC-1 (JMJD2C) demethylase; Q9H3R0; GST-JMJD2C(1-420) H3K9me3 demethylation, DELFIA europium; inhibition, % at 2.35 µM; 0.069% of 330,000 active; AID 2099;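 active means more than half of a compound's replicate wells show inhibition beyond 50%, single wells judged on their own value; inconclusive means some, but no more than half, of replicates pass 50% inhibition; inactive means no replicate passes 50% inhibition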;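 further: signal counts dimethyl H3K9 product captured on neutravidin plate; 0% = median of DMSO wells and 100% = 0.3 times that DMSO median; strong numbers were not always called active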
# Target sequence (Q9H3R0 1-420 limits assumed): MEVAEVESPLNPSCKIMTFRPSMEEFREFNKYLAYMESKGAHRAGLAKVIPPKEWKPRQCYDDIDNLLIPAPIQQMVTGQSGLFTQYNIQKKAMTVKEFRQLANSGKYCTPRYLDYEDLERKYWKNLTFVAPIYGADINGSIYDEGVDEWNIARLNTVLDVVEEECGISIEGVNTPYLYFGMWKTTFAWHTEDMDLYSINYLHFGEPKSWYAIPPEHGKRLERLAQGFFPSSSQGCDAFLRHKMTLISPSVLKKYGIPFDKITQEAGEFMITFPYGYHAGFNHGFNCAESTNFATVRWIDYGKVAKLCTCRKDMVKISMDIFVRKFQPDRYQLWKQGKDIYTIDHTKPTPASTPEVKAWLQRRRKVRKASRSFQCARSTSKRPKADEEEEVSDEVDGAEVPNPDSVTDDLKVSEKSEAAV
# Yeast superoxide: caloric restriction mimetics inhibiting age-related superoxide in yeast. S. cerevisiae aged cells, superoxide DHE fluorescence; hits give low values. superoxide response (% of plate mean), % at 10 µM. 0.18% of 330,000 active;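 active means superoxide response under a set limit, about three screen SD below normal, cut at about 65% in these data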;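 further: yeast aged for seven days with compound at 30 °C before DHE staining; 100% = average MFI of all compound-treated wells on the plate with controls excluded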
# Starred values were filed as active, the others as inactive; i = inactive; u = inconclusive; x = no result given; [ ] = another dose, or the depositor's remark. Random draw from the library, and some 3.8% of all compounds hit somewhere here.
smiles,AHR activator,proCasp3 act,LAP4-GFP MLPCN,RPL19A TOR yeast,MEP2 TOR yeast,procasp7 counter,GASC-1 inh,Yeast superoxide
O=C(CNC(=O)c1cccs1)OCC(=O)c1ccc([N+](=O)[O-])cc1,0,-23,112,107,126,-26,-14,97
S=c1[nH]c2cc(Br)cnc2[nH]1,6,9,114,101,105,-7,-6,103
COc1ccc(NS(=O)(=O)c2cccc(C(=O)N3CCN(C(=O)c4ccco4)CC3)c2)cc1,0,-2,91,100,93,-2,-2,96
COc1cc2cc(CN(CCCN3CCOCC3)C(=O)Nc3ccc(F)cc3)c(=O)[nH]c2cc1OC,7,4,89,99,105,2,3,80
COc1cc(-c2nnc(COC(=O)c3nn(CC(C)C)c(=O)c4ccccc34)o2)cc(OC)c1OC,2,-3,101,92,97,-1,0,98
CCOC(=O)N1CCN(C(=O)CSc2ccc(C(=O)OC)cc2[N+](=O)[O-])CC1,0,2,99,108,107,5,5,102
C=CCCO[C@@H]1O[C@@H](C)[C@H](O)C[C@H]1O,-1,1,94,91,87,3,0,93
CCS(=O)(=O)Nc1c(C(=O)OC)[nH]c2ccccc12,21,-5,106,102,104,-1,4,95
CCc1nc2ccc(C(=O)NCCc3ccccc3OC)cc2nc1CC,10,-3,104,96,105,6,1,92
O=C(CNC(=O)c1ccc(Br)o1)Nc1ccccc1,x,x,101,103,110,x,10,99
Cc1ccnc(NC(=O)c2ccccc2NC(=O)c2ccccc2)c1,7,-1,102,107,113,13,-9,96
O=C(Nc1ccc(NC(=S)NC(=O)c2cccs2)cc1)c1ccco1,8,1,105,107,96,5,-19,110
COc1cccc(CN(C)C(=S)Nc2ccc(C)c(C)c2)c1,1,0,u,u,u,-4,-6,99
COc1ccc(N2COC3c4cccc5cccc(c45)C32)cc1 (centres undefined),30,-16,97,100,115,-2,-24,97
O=C(Cn1ncc2c([nH]c3ccccc32)c1=O)NCC1CCN(Cc2ccc(F)cc2)CC1,1,5,93,100,99,-3,1,88

# Later entries.
smiles,AHR activator,proCasp3 act,LAP4-GFP MLPCN,RPL19A TOR yeast,MEP2 TOR yeast,procasp7 counter,GASC-1 inh,Yeast superoxide
CC(=O)Nc1ccc(C(=S)NCc2ccco2)cc1,9,2,112,107,108,3,-2,102
CCOc1ccccc1NC(=O)C1CCCN(S(=O)(=O)c2ccc(OC)c(C)c2)C1 (centres undefined),0,-11,102,99,101,1,i,94
COc1ccccc1NC(=O)Cc1noc(CSc2nnc(N)s2)n1,3,-1,94,98,94,-3,2,98
C=CCn1c(=O)c(C(=O)Nc2cccnc2)c(O)c2ccccc21,29,-2,104,106,83,14,-15,92
COc1ccc(CCN2C(=O)C3C4C=CC(C3C2=O)C2C(=O)N(CCc3ccc(OC)c(OC)c3)C(=O)C42)cc1OC (centres undefined),-2,9,99,88,92,6,3,78
CN(C)S(=O)(=O)c1ccc(C(=O)N2CCOCC2)cc1,-2,0,94,97,98,16,0,98
Cc1nc2cccnc2nc1C,0,-1,90,101,107,2,16,86
O=C(CSc1ncnc2nc[nH]c12)N1CCOCC1,3,4,97,96,100,-1,-4,96
CCn1c(SCC(=O)NC2CCCCC2)nnc1C(CO)NC(=O)c1ccccc1 (centres undefined),2,5,103,104,114,0,-3,103
O=C(c1ccccc1)c1cccn1CC(=O)N1CCN(c2ccc(F)cc2)CC1,0,-3,89,87,86,-2,4,92
CCOC(=O)Nc1ccc(NC(=O)OCC)cc1,1,0,112[may fluoresce red and violet],u,95[may fluoresce red and violet],5,7,98
CN(C(=O)CSc1nc(N)nn1-c1ccccc1)c1ccccc1,6,4,100,103,108,1,-6,93
N#C/C(=C\c1ccccc1Cl)C(=O)Nc1ccccn1,4,1,109,100,101,4,i,104
Cc1ccccc1CSc1ccc2nnc(-c3ccccn3)n2n1,5,3,99,98,103,12,-2,100
O=C(Nc1cccc(S(=O)(=O)N2CCCCCC2)c1)c1cc(=O)c2ccccc2o1,7,3,100,95,99,14,9,100

# (listing goes on)
smiles,AHR activator,proCasp3 act,LAP4-GFP MLPCN,RPL19A TOR yeast,MEP2 TOR yeast,procasp7 counter,GASC-1 inh,Yeast superoxide
O=C(Nc1ccc(CN2CCS(=O)(=O)CC2)cc1)c1ccc(Cl)cc1,-1,-5,108,104,103,0,4,81
Cc1ccc(N=Cc2c(O)n(-c3nccs3)c(=O)c3ccccc23)cc1,2,-9,95,102,102,1,-2,87
CCCNc1nc(OC(C(F)(F)F)C(F)(F)F)nc(OC(C(F)(F)F)C(F)(F)F)n1,2,-10,94,96,92,-10,-5,123
CC(C)C1Nc2ccc(S(N)(=O)=O)cc2C2C=CCC21 (centres undefined),0,-8,105,102,104,-4,10,96
Cc1sc2nc(C3CC3)nc(N3CCN(C(=O)c4ccc(Cl)cc4)CC3)c2c1C,2,4,111,98,89,-1,-11,93
CCN(CC)C(=O)c1cc(C(C)(C)C)c(O)c(C(C)(C)C)c1,1,1,95,107,91,-2,-2,99
CCNc1ccc(S(=O)(=O)N(C)C)cc1NCC(=O)Nc1ccccc1F,1,-10,88,96,90,1,-2,108
Cc1oc(-c2cc(F)ccc2F)nc1CN1CCC(C(=O)N2CCOCC2)CC1,-2,-2,85,104,93,5,-3,111
Cc1cccc(OC(C)C(=O)N(Cc2cccs2)C2CCS(=O)(=O)C2)c1C (centres undefined),0,-1,102,99,104,5,4,92
CC(=O)Nc1ccc(S(=O)(=O)Nc2ccccn2)cc1,-2,-5,96,102,98,2,-17,98
CCN1C(N(C)C)=NC[C@@H]1Cc1ccccc1,3,-5,97,97,109,-1,0,94
COc1ccc2c(c1OC)C(=O)N1c3ccccc3C(=O)N(c3ccccc3F)C21 (centres undefined),5,-2,102,103,103,12,0,96
CSc1ccccc1C(=O)Nc1ccc2c(c1)CCC2,34,2,91,98,97,3,4,91
CCOC(=O)Cc1csc(N/N=C/c2ccccc2)n1,-11,4,120,99,108,-4,-6,86
CCOc1ccccc1NC(=O)COC(=O)Cc1cccs1,3,-2,95,98,91,3,-10,90

# New compounds follow
smiles,AHR activator,proCasp3 act,LAP4-GFP MLPCN,RPL19A TOR yeast,MEP2 TOR yeast,procasp7 counter,GASC-1 inh,Yeast superoxide
Cc1ccc2c(c1)nnn2C1CCN(C(=O)c2cccs2)CC1,3,2,x,95,94,-12,3,100
OC1CCN(c2ncnc3nc[nH]c23)CC1,-3,4,99,98,93,9,-20,99
Cc1nc(/C(=N/O)C(N)=O)cs1,22,1,96,107,105,5,-10,69
O=C(Nc1nc(-c2cccs2)cs1)c1ccc(Cl)s1,1,2,102,95,101,-1,27,89
CC(=O)c1cc(-c2ccc(F)cc2)n(CC(=O)NCc2cccs2)c1C,5,0,94,99,99,4,16,113
COc1ccc(-n2c(SCc3nnc(-c4ccccc4)o3)nnc2-c2ccccc2)cc1,3,0,96,98,100,0,46,84
O=C(CSc1ccc2nnc(-c3cccnc3)n2n1)Nc1ccccc1,14,-1,101,93,92,1,2,94
Cc1nnc(-c2cnn(C)c2N)n1Cc1ccc(Cl)cc1,17,3,97,101,100,-3,-7,88
COc1ccc(-c2ccc(CCC(=O)O)n2NC(N)=O)cc1,2,2,111,97,95,0,-6,77
Cn1c(=O)c(C(=O)NCc2ccc(Cl)cc2)c(O)c2ccccc21,6,3,88,99,107,-7,3,101
CC1(C)CC(NC(=S)Nc2ccc([N+](=O)[O-])cc2)CC(C)(C)N1,-1,-1,103,103,112,5,2,115
CCc1cccc(NC(=O)c2snc3c(=O)[nH]cnc23)c1,-2,-12,106,104,96,2,-8,106
O=S(=O)(NCC1CCCO1)c1ccc(Cl)c(C(F)(F)F)c1 (centres undefined),-3,4,98,x,100,0,-5,113
O=C(N/N=C/c1ccccc1C(=O)O)c1cc(-c2ccc3c4c(cccc24)CC3)n[nH]1,38,4,90,97,103,3,2,98
COc1ccc(C(C(=O)NC2CCCC2)N(Cc2ccccc2)C(=O)CNC(=O)c2ccco2)cc1 (centres undefined),2,1,99,100,100,0,24,99

# Next structures
smiles,AHR activator,proCasp3 act,LAP4-GFP MLPCN,RPL19A TOR yeast,MEP2 TOR yeast,procasp7 counter,GASC-1 inh,Yeast superoxide
COc1ccc(NC(=O)c2cccc(-c3ccc(O)cc3)c2)cn1,7,-7,92,100,100,-6,-5,105
S=c1nc(-c2ccccc2)n(CCCN2CCOCC2)c2c1CCCC2,7,7,95,92,96,3,24,89
Cc1noc(NS(=O)(=O)c2ccc(NC(=O)CC34CC5CC(CC(Br)(C5)C3)C4)cc2)c1C,6,-1,90[may fluoresce violet],95[may fluoresce violet],105[may fluoresce violet],-3,69,97
CCCCn1c(SCC(=O)c2ccc3c(c2)OCCO3)nnc1-c1ccco1,2,-2,100,99,102,-2,8,104
CCCC1=C(C(=O)OCC)C(c2ccccc2OC)NC(=O)N1 (centres undefined),-2,2,99,96,100,-9,-21,95
CC(=O)Nc1ccc(NCC(O)COc2ccccc2)cc1 (centres undefined),1,5,91,92,93,8,-10,113

# Structures above with a thiophene ring, fused or not (8):
smiles,AHR activator,proCasp3 act,LAP4-GFP MLPCN,RPL19A TOR yeast,MEP2 TOR yeast,procasp7 counter,GASC-1 inh,Yeast superoxide
O=C(CNC(=O)c1cccs1)OCC(=O)c1ccc([N+](=O)[O-])cc1,0,-23,112,107,126,-26,-14,97
O=C(Nc1ccc(NC(=S)NC(=O)c2cccs2)cc1)c1ccco1,8,1,105,107,96,5,-19,110
Cc1sc2nc(C3CC3)nc(N3CCN(C(=O)c4ccc(Cl)cc4)CC3)c2c1C,2,4,111,98,89,-1,-11,93
Cc1cccc(OC(C)C(=O)N(Cc2cccs2)C2CCS(=O)(=O)C2)c1C (centres undefined),0,-1,102,99,104,5,4,92
CCOc1ccccc1NC(=O)COC(=O)Cc1cccs1,3,-2,95,98,91,3,-10,90
Cc1ccc2c(c1)nnn2C1CCN(C(=O)c2cccs2)CC1,3,2,x,95,94,-12,3,100
O=C(Nc1nc(-c2cccs2)cs1)c1ccc(Cl)s1,1,2,102,95,101,-1,27,89
CC(=O)c1cc(-c2ccc(F)cc2)n(CC(=O)NCc2cccs2)c1C,5,0,94,99,99,4,16,113
